Bioassay records: PubChem BioAssay, Broad Institute
ROS inducer – raises reactive oxygen species in U2OS cancer cells; U2OS ROS induction, H2DCF-DA fluorescence; ROS induction (% of piperlongumine), % at 10 µM; 46,000 tested, 2% active; AID 624156; in the data active means ROS induction above about 79%, passing the limit was not always enough; inconclusive means no clear call, values can overlap the other calls;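 further: 0% = DMSO vehicle median and 100% = reference compound median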
Numbers without * were called inactive; ? = inconclusive. This is a subset (hit frequency here may not be typical).

| cpd | smiles | ROS inducer |
| --- | --- | --- |
| 1 | C[C@H]1CN([C@@H](C)CO)C(=O)c2cccc(NC(=O)Nc3ccc(C(F)(F)F)cc3)c2O[C@@H]1CN(C)Cc1ccc(Oc2ccccc2)cc1 | -1 |
| 2 | COC(=O)c1cc(NC(=O)CN(c2ccccc2F)S(C)(=O)=O)ccc1Cl | 0 |
| 3 | COc1ccc(Br)cc1CNCCN1CCOCC1 | -1 |
| 4 | Cc1noc(C)c1S(=O)(=O)Nc1ccc2c(c1)CC(=O)N([C@H](C)CO)C[C@H](C)[C@H](CN(C)CC1CCCCC1)O2 | 2 |
| 5 | CC(C)NC(=O)Nc1cccc2c1O[C@H](CN(C)S(=O)(=O)c1ccc(Cl)cc1)[C@H](C)CN([C@H](C)CO)C2=O | -6 |
| 6 | O=C(O)C1C2CCC(O2)C1C(=O)Nc1ccc(S(=O)(=O)N2CCc3ccccc32)cc1 (stereo unspecified) | -1 |
| 7 | O=C(c1cccs1)N1c2ccccc2Sc2ccccc21 | -8 |
| 8 | C[C@@H]1O[C@@H](Oc2ccc(-c3coc4cc(O[C@@H]5O[C@@H](C)[C@H](O)[C@@H](O)[C@H]5O)cc(O)c4c3=O)cc2)[C@H](O)[C@H](O)[C@H]1O | 3 |
| 9 | CC(C)NC(=O)Nc1ccc2c(c1)C(=O)N([C@@H](C)CO)C[C@@H](C)[C@H](CN(C)S(C)(=O)=O)O2 | -6 |
| 10 | C[C@H]1CN([C@@H](C)CO)C(=O)c2cccc(NC(=O)C3CC3)c2O[C@@H]1CN(C)S(=O)(=O)c1cccs1 | -3 |
| 11 | C[C@H]1CN([C@@H](C)CO)C(=O)c2cc(NC(=O)Cc3ccccc3)ccc2O[C@H]1CN(C)S(=O)(=O)c1ccccc1 | 1 |
| 12 | Oc1c(I)cc(Cl)c2cccnc12 | -4 |
| 13 | C[C@@H]1CN([C@H](C)CO)C(=O)c2cccc(NC(=O)c3ccncc3)c2O[C@H]1CN(C)S(=O)(=O)c1cn(C)cn1 | -4 |
| 14 | Cc1cccc(OCC(=O)Nc2ccccc2CO)c1C | 39 |
| 15 | C[C@H]1CN([C@@H](C)CO)C(=O)Cc2cc(NS(C)(=O)=O)ccc2O[C@@H]1CN(C)C(=O)Nc1ccc(C(F)(F)F)cc1 | 52 |
| 16 | C[C@H]1CN([C@@H](C)CO)C(=O)CCCn2cc(nn2)CO[C@H]1CN(C)Cc1ccc(C(=O)O)cc1 | -4 |
| 17 | COc1cc(O)c2c(=O)cc(-c3ccc(O)cc3)oc2c1 | 6 |
| 18 | Cc1ccc(S(=O)(=O)N(C)C[C@@H]2Oc3ccc(NC(=O)NC(C)C)cc3C(=O)N([C@@H](C)CO)C[C@H]2C)cc1 | -19 |
| 19 | C[C@@H]1CN([C@H](C)CO)C(=O)c2cc(NC(=O)Nc3ccccc3)ccc2O[C@@H]1CN(C)C(=O)Nc1ccc(C(F)(F)F)cc1 | 7 |
| 20 | C[C@H]1CN([C@@H](C)CO)C(=O)c2cccc(NC(=O)c3ccncc3)c2O[C@H]1CN(C)Cc1ccc(Cl)c(Cl)c1 | -4 |
| 21 | C[C@H]1CN([C@@H](C)CO)C(=O)c2cccc(NC(=O)Nc3ccc4c(c3)OCO4)c2O[C@H]1CN(C)S(=O)(=O)c1cn(C)cn1 | -9 |
| 22 | O=C(CSc1nnc(-c2ccncc2)o1)NC(=O)Nc1ccccc1 | -3 |
| 23 | C[C@@H]1CN([C@H](C)CO)C(=O)c2cccc(NS(=O)(=O)c3ccc(F)cc3)c2O[C@@H]1CN(C)Cc1ccc2c(c1)OCO2 | 2 |
| 24 | C[C@@H]1CCCCO[C@@H](CN(C)Cc2ccncc2)[C@@H](C)CN([C@H](C)CO)C(=O)c2cc(NC(=O)c3ccncc3)ccc2O1 | 12 |
| 25 | CC(C)c1nc(/N=C/N(C)C)nc(=O)n1C | 3 |
| 26 | CNC[C@@H]1Oc2ccc(NS(=O)(=O)c3ccc(OC)cc3)cc2CC(=O)N([C@@H](C)CO)C[C@@H]1C | -3 |
| 27 | COc1ccc(NC(=O)Nc2ccc3c(c2)CC(=O)N([C@H](C)CO)C[C@@H](C)[C@H](CN(C)Cc2ccncc2)O3)cc1 | -6 |
| 28 | C[C@H](CO)N1C[C@H](C)[C@@H](CN(C)Cc2ccc3c(c2)OCO3)Oc2c(NC(=O)Nc3ccccc3)cccc2C1=O | 47 |
| 29 | C[C@@H]1CN([C@H](C)CO)C(=O)c2cc(NS(=O)(=O)c3cn(C)cn3)ccc2O[C@H]1CN(C)S(C)(=O)=O | 10 |
| 30 | CCc1cc(=O)oc2cc(C)cc(OCC(=O)C(C)(C)C)c12 | 73 |
| 31 | Nc1c(C(=O)c2ccccc2)sc2nc3c(cc12)CCCC3 | 42 |
| 32 | COc1cc(O)cc(O)c1C(=O)/C=C/c1ccccc1 | 12 |
| 33 | CN1C(=O)/C(=C\c2cn(CC(=O)N3CCOCC3)c3ccccc23)C(=O)NC1=S | 3 |
| 34 | C[C@H]1CN([C@@H](C)CO)C(=O)c2cc(NC(=O)CCN3CCOCC3)ccc2O[C@H]1CN(C)Cc1ccc2c(c1)OCO2 | 2 |
| 35 | CCN1C(=O)CCS(=O)(=O)c2ccccc21 | -13 |
| 36 | CCc1cccc(O[C@@H]2O[C@@H]3COC(c4ccccc4)O[C@H]3[C@H](O)[C@H]2NC(C)=O)c1 (stereo partly specified) | -15 |
| 37 | COc1ccc(CN(C)C[C@@H]2Oc3ccc(NS(C)(=O)=O)cc3CC(=O)N([C@@H](C)CO)C[C@@H]2C)cc1 | 12 |
| 38 | Cc1ccc2[nH]c(=O)c3cc(C(=O)NCCCN4CCN(c5ccc(F)cc5)CC4)sc3c2c1 | 22 |
| 39 | COc1ccc(NC(=O)Nc2cccc3c2O[C@H](CN(C)S(=O)(=O)c2ccc(C)cc2)[C@H](C)CN([C@@H](C)CO)C3=O)cc1 | -3 |
| 40 | C=C(C(=O)O)[C@@H]1CC[C@@]2(C)CC[C@@H](O)C(=C)C2C1 (stereo partly specified) | 51 |
| 41 | C[C@H](CO)N1C[C@H](C)[C@H](CN(C)Cc2ccc(-c3ccccc3)cc2)Oc2ccc(NS(=O)(=O)c3cccs3)cc2CC1=O | 78* |
| 42 | CC(NS(=O)(=O)c1ccc(Cl)cc1)C(=O)Nc1cccc2ccccc12 (stereo unspecified) | -3 |
| 43 | CCN(CC)CCNC(=O)c1cc(Br)c(N)cc1OC | -8 |
| 44 | C[C@@H]1CCCCO[C@@H](CN(C)S(=O)(=O)c2ccccc2)[C@@H](C)CN([C@H](C)CO)C(=O)c2cc(NC(=O)Nc3ccc(F)cc3)ccc2O1 | 105* |
| 45 | COc1ccc(NC(=O)N(C)C[C@H]2OCc3cnnn3CCCC(=O)N([C@H](C)CO)C[C@H]2C)c(OC)c1 | -14 |
| 46 | CC(C)(C)NC(=O)CSc1nc2ccccc2[nH]1 | -3 |
| 47 | C[C@H]1CN([C@@H](C)CO)C(=O)c2cccc(NC(=O)c3cnccn3)c2O[C@@H]1CN(C)C(=O)Nc1ccc(F)cc1 | -1 |
| 48 | C[C@H](CO)N1C[C@H](C)[C@H](CN(C)Cc2ccc(Oc3ccccc3)cc2)Oc2ccc(NC(=O)CCC(F)(F)F)cc2C1=O | 0 |
| 49 | COc1ccc(NC(=O)N(C)C[C@@H]2OCc3cn(nn3)CCCC(=O)N([C@H](C)CO)C[C@@H]2C)c(OC)c1 | -18 |
| 50 | CC(C)NC(=O)Nc1ccc2c(c1)C(=O)N([C@H](C)CO)C[C@H](C)[C@@H](CN(C)Cc1ccc3c(c1)OCO3)OCCCC[C@@H](C)O2 | 5 |
| 51 | COc1cc2c(C(=O)N3CCN(c4ccccc4C)CC3)c(C)oc2cc1Br | 32 |
| 52 | CC(C)(C)OC(=O)N1CCC[C@H]1/C=N/NC(=O)c1cccc(C(=O)NO)c1 | -8 |
| 53 | COc1ccccc1NC(=O)CSc1ncc(-c2ccccc2)nn1 | 9 |
| 54 | Cc1cccc(N(CC(=O)Nc2ccc(F)cc2)S(C)(=O)=O)c1C | -5 |
| 55 | C[C@@H]1CCCCO[C@H](CN(C)S(C)(=O)=O)[C@@H](C)CN([C@H](C)CO)C(=O)c2cc(NC(=O)c3ccncc3)ccc2O1 | 10 |
| 56 | CC(=O)Nc1ccccc1NC(=O)c1ccco1 | -8 |

Next part:
| cpd | smiles | ROS inducer |
| --- | --- | --- |
| 57 | O=C(NCCC12CC3CC(CC(C3)C1)C2)C1CCCCC1 | 33 |
| 58 | C[C@@H]1CN([C@H](C)CO)C(=O)Cc2cc(NC(=O)Nc3cccc4ccccc34)ccc2O[C@H]1CN(C)Cc1ccc(-c2ccccc2)cc1 | 15 |
| 59 | Cc1ccc(S(=O)(=O)N(C)C[C@@H]2Oc3ccc(NC(=O)Nc4ccccc4)cc3C(=O)N([C@H](C)CO)C[C@H]2C)cc1 | ? |
| 60 | C[C@H]1CN([C@@H](C)CO)C(=O)c2cccc(NC(=O)NC3CCCCC3)c2O[C@H]1CN(C)Cc1ccc(-c2ccccc2)cc1 | 12 |
| 61 | COc1ccc(NC(=O)Nc2ccc3c(c2)C(=O)N([C@H](C)CO)C[C@@H](C)[C@H](CN(C)C(=O)Nc2ccc(OC)cc2)O3)cc1 | 6 |
| 62 | Cc1sc2ncn(CC(=O)Nc3ccc(Oc4ccccc4)cc3)c(=O)c2c1C | 17 |
| 63 | Cc1ccc(Cl)cc1NC(=O)c1ccc(Cn2cc(Cl)cn2)cc1 | -18 |
| 64 | CCOC(=O)C1CCN(S(=O)(=O)Cc2ccccc2)C1=O (stereo unspecified) | 0 |
| 65 | O=C(NCCCN1CCCCC1)c1ccc2c(c1)sc1nc(-c3ccccc3)cn12 | -4 |
| 66 | C[C@H]1CN([C@@H](C)CO)C(=O)c2cccc(NS(=O)(=O)c3cn(C)cn3)c2O[C@H]1CN(C)Cc1ccc(C(=O)Nc2ccccc2N)cc1 | -11 |
| 67 | O=C(NO)c1cccc(C(=O)N/N=C/c2cn(S(=O)(=O)c3ccccc3)c3ccccc23)c1 | 5 |
| 68 | C[C@H](CO)N1C[C@H](C)[C@H](CN(C)C(=O)Nc2ccc3c(c2)OCO3)Oc2ccc(NC(=O)CCC(F)(F)F)cc2CC1=O | 8 |
| 69 | CCC1CCCCN1C(=O)CSc1nnc(C)n2c1cc1sccc12 (stereo unspecified) | -16 |
| 70 | Cc1sc2ncnc(SCC(=O)NC3CCCCC3)c2c1C | -6 |
| 71 | CCC(=O)Nc1ccc(Cl)c(NC(=O)COc2cc(C)cc(C)c2)c1 | -10 |
| 72 | Cc1ccc(S(=O)(=O)Nc2ccc3c(c2)C(=O)N([C@H](C)CO)C[C@H](C)[C@@H](CN(C)C(=O)Cc2ccccc2)OCCCC[C@@H](C)O3)cc1 | 16 |
| 73 | Cc1ccc(S(=O)(=O)N(C)C[C@H]2Oc3ccc(NC(=O)Nc4ccc(C(F)(F)F)cc4)cc3C(=O)N([C@H](C)CO)C[C@H]2C)cc1 | -1 |
| 74 | COc1ccc(NC(=O)Nc2cccc3c2O[C@H](CN(C)Cc2ccccc2)[C@H](C)CN([C@H](C)CO)C3=O)cc1 | -8 |
| 75 | O=C1Nc2ccccc2O/C1=C\c1ccc(C(=O)NCCC2=CCCCC2)cc1 | 3 |
| 76 | CS(=O)(=O)N(CC(=O)Nc1c(F)cccc1F)Cc1ccccc1 | -8 |
| 77 | C[C@@H]1CN([C@H](C)CO)C(=O)c2cccc(NS(=O)(=O)c3ccc(F)cc3)c2O[C@H]1CN(C)Cc1ccc(C(F)(F)F)cc1 | -2 |
| 78 | C[C@@H]1CN([C@H](C)CO)C(=O)c2cc(NC(=O)C3CC3)ccc2O[C@@H]1CN(C)S(C)(=O)=O | -3 |
| 79 | c1ccc2c(c1)N1CCCCCC1N2Cc1ccncc1 (stereo unspecified) | 8 |
| 80 | Cc1noc(C)c1S(=O)(=O)Nc1ccc2c(c1)CC(=O)N([C@@H](C)CO)C[C@H](C)[C@@H](CN(C)Cc1ccc(Oc3ccccc3)cc1)O2 | 54 |
| 81 | C[C@@H]1CN([C@H](C)CO)C(=O)Cc2cc(NC(=O)Nc3ccc(F)cc3)ccc2O[C@@H]1CN(C)Cc1ccc(C(=O)O)cc1 | -6 |
| 82 | CCOC(=O)Nc1cc(C(=O)OCC)c(C)nc1C | 2 |
| 83 | C[C@H](CO)N1C[C@H](C)[C@@H](CN(C)S(=O)(=O)c2ccc(F)cc2)Oc2ccc(NC(=O)Cn3cnnn3)cc2C1=O | -10 |
| 84 | NS(=O)(=O)c1ccc(NC(=S)N2CCC(O)CC2)cc1 | -5 |
| 85 | CCOc1ccc(C(=O)CC(N)C(=O)O)cc1 (stereo unspecified) | 0 |
| 86 | CCCCCC(=O)Cc1cc(O)c(O)c2c1C(=O)Oc1cc(O)c(C(=O)O)c(CCCCC)c1O2 | -10 |
| 87 | C[C@H](CO)N1C[C@H](C)[C@H](CN(C)S(=O)(=O)c2cccs2)Oc2ccc(NS(=O)(=O)c3cccs3)cc2CC1=O | 6 |
| 88 | O=S(=O)(/N=C1\SCCN1S(=O)(=O)c1ccc(Cl)cc1)c1ccc(Cl)cc1 | 7 |
| 89 | COc1cc(OC)c(OC)cc1CN1CCN(Cc2ccccn2)CC1 | 0 |
| 90 | C=CCOc1ccccc1/C=N/NC(=O)CCCCCCC(=O)OC | 1 |
| 91 | C[C@H]1CN([C@@H](C)CO)C(=O)Cc2cc(NS(=O)(=O)c3cccs3)ccc2O[C@H]1CN(C)Cc1ccc(Cl)c(Cl)c1 | 14 |
| 92 | C[C@@H]1CN([C@H](C)CO)C(=O)Cc2cc(NC(=O)Cn3cnnn3)ccc2O[C@@H]1CN(C)Cc1ccc(Cl)c(Cl)c1 | -6 |
| 93 | C[C@H]1CN([C@@H](C)CO)C(=O)Cc2cc(NC(=O)Nc3ccc(F)cc3)ccc2O[C@@H]1CN(C)S(=O)(=O)c1cn(C)cn1 | 14 |
| 94 | C[C@H]1CN([C@@H](C)CO)C(=O)Cc2cc(NC(=O)CCCN(C)C)ccc2O[C@@H]1CN(C)Cc1ccc(Oc2ccccc2)cc1 | 1 |
| 95 | C[C@@H]1CN([C@H](C)CO)C(=O)Cc2cc(NS(=O)(=O)c3ccccc3)ccc2O[C@H]1CN(C)Cc1ccc(-c2ccccc2)cc1 | 67 |
| 96 | COc1ccc(NC(=O)CN(c2ccc(Br)c(C)c2)S(C)(=O)=O)cc1OC | 31 |
